# Source: PubChem BioAssay
# ASAP1 inh – inhibitors of human ASAP1 ArfGAP activity, primary screen, biochemical, fluorescence polarization | inhibition, % at 16.5 µM | 360,000 compounds, 0.19% hits | Arf-GAP with SH3 domain, ANK repeat and PH domain-containing protein 1 (Homo sapiens), … | ASAP1-stimulated ARF1 GTP hydrolysis, GDP FP detection | AID 624377, 2012; in the data active = inhibition above about 25%;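 also: 0% = vehicle with enzyme and substrate and 100% = no enzyme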
# Target sequence (Q9ULH1 325-724 limits assumed): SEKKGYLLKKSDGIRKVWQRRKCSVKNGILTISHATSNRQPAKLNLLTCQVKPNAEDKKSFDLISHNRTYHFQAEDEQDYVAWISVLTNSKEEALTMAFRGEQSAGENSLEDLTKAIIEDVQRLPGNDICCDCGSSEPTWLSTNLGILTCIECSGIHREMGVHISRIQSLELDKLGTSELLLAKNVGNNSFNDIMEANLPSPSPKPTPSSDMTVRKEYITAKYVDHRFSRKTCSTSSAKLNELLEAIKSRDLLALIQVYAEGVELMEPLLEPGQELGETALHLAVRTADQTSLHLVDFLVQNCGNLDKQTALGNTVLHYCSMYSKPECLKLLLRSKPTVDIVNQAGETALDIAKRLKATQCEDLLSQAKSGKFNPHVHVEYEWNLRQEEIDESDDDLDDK
# SMARCA2 activ – SMARCA2 (BRM) function activators, primary screen, cell-based, luminescence, high throughput; 370,000 compounds, 1% hits; activation, % at 9.1 µM; MG213 cells, MMTV-luciferase reporter, dexamethasone, overnight; AID 652017, 2013; in the data active = activation above about 7.8%;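 also: 0% = vehicle wells and 100% = reference activator wells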
# NPR1 activator – GC-A stimulated cGMP production enhancers – HEK293 GC-A cells, cGMP TR-FRET, EC30 ANP, primary screen. activation, % at 10 µM. Atrial natriuretic peptide receptor 1 (Homo sapiens), P16066. 0% at EC30 ANP, 100% saturating ANP. 370,000 compounds, 0.14% hits; in the data active = activation above about 40%
# ABHD4 inh – ABHD4 inhibitors, primary screen, biochemical, fluorescence polarization, mouse; purified mABHD4, FP-Rh probe fluorescence polarization; inhibition, % at 8.92 µM; AID 720543, 2013; 370,000 compounds, 0.54% hits;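 active = inhibition exceeding the mean over every tested compound plus 3 SD, cut at about 30% in these data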;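 also: 0% = plate median of compound wells and 100% = S159A mutant with DMSO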
#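 system = mouse ABHD4 enzyme, wild type | medium = HEPES pH 7.0, NaCl, Pluronic buffer | also added = FP-Rh probe | incubation = Enzyme–compound pre-incubation 45 min, then probe 60 min, both 25 °C | technique = fluorescence polarization, excitation 525 nm, emission 598 nm, BODIPY TMR filters | controls = S159A mutant high control, sample median low control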
# HTRA1 inhibitor – HTRA1 serine protease inhibitors, primary screen, biochemical, fluorescence polarization, HTS. Q92743. recombinant HTRA1, FP-rhodamine activity-based probe. inhibition, % at 5.96 µM. 340,000 compounds, 0.5% hits; in the data active = inhibition above about 36%;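 also: 0% = enzyme with DMSO and 100% = wells lacking enzyme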
# Target sequence (Q92743 whole entry, looked up): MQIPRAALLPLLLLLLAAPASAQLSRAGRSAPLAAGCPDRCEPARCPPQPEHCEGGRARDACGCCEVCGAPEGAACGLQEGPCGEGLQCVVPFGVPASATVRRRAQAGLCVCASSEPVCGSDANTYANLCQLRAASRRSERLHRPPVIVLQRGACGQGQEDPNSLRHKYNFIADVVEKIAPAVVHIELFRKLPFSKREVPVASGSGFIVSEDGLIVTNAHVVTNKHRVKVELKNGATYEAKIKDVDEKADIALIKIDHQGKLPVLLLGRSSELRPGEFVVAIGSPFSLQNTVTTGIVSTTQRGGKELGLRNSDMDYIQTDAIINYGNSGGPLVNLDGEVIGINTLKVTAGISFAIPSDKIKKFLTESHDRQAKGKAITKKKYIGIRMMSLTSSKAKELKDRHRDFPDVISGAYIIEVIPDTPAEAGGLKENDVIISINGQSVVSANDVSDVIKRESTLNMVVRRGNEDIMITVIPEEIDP
# Rev-erbA mod – modulators of Rev-erb alpha DNA binding, primary screen, biochemical, FITC-DNA, fluorescence polarization, uHTS; Rev-erbα–FITC-DNA binding, 90 min; activity, % at 10 µM; 370,000 compounds, 0.79% hits; AID 1259318, 2017;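 active = activity above about 14%, limit read from the data; passing the limit was not always enough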;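 also: 0% = DMSO wells with 35 nM protein and 100% = DMSO wells with 750 nM protein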
# ARFGAP1 inh – inhibitors of rat ARFGAP1 GAP activity, primary screen, biochemical, fluorescence polarization, GDP tracer | ADP-ribosylation factor GTPase-activating protein 1 (Rattus norvegicus), Q62848 | Arfgap1-stimulated ARF1 GTP hydrolysis, GDP FP detection | inhibition, % at 16.5 µM | 360,000 compounds, 0.26% hits | AID 651572, 2012;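 active = inhibition above a per-plate limit, mean inhibition of low control wells plus 3 SD, cut at about 25% in these data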;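 also: 0% = DMSO wells with enzyme and 100% = wells lacking Arfgap1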
# Target sequence (Q62848 1-136 limits assumed): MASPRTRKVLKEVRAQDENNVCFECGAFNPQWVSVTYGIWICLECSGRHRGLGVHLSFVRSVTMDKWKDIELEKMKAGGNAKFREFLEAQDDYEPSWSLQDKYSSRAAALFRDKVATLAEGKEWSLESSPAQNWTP
#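 System: truncated rat Arfgap1 GAP domain / Benchmarks: high control wells lacking Arfgap1, low control full reaction with DMSO / Times: compound-enzyme preincubation 20 min, reaction 120 min, detection 60 min, 25 °C / Repeats: one replicate per compound / Also added: human ARF1(Δ1-17)-GTP substrate / Measured by: Tracer-displacement fluorescence polarization with EDTA stop, 620/688 nm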
# NPR2 activator – human GC-B receptor activators, primary screen, HEK293 GC-B cells, cGMP TR-FRET, EC30 CNP | 0% at EC30 CNP, 100% saturating CNP | 370,000 compounds, 0.11% hits | Atrial natriuretic peptide receptor 2 (Homo sapiens), P20594 | activation, % at 10 µM | AID 1920062, 2024;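 active = activation at 10 µM reaching about 35% in either raw or pattern-adjusted values, limit read from the data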
# rCAG binder – binders of r(CAG) RNA repeats, primary screen, biochemical, fluorescence; r(CAG) RNA repeat, TO-PRO-1 dye displacement fluorescence; inhibition, % at 3 µM; 370,000 compounds, 1.3% hits;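 active = inhibition above the plate cutoff, the mean of all test compounds on that plate plus 3 SD, cut at about 35% in these data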;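 also: 0% = DMSO alone and 100% = 100 µM mitoxantrone as full dye displacement; higher means more dye released from RNA so lower well fluorescence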
# PG9 Ab binder – binders of HIV-1 gp120 antibody PG9, primary screen, biochemical, TR-FRET; TR-FRET gp120-PG9 antibody binding; inhibition, % at 6.7 µM; HIV-1 gp120 / PG9 antibody interaction; AID 624416, 2012; 360,000 compounds, 0.43% hits; in the data active = inhibition above about 8.5%
# Active calls of the source: *; · = no result given.
Compound	ASAP1 inh	SMARCA2 activ	NPR1 activator	ABHD4 inh	HTRA1 inhibitor	Rev-erbA mod	ARFGAP1 inh	NPR2 activator	rCAG binder	PG9 Ab binder
O=C(CSc1nnc(-c2ccncc2)n1-c1ccccc1)N1CCN(c2ccc(Cl)cc2)CC1	0	-2	0	0	7	-5	6	1	0	-0.7
Cc1cccc(Cn2c(=O)n(Cc3ccco3)c(=O)c3ccccc32)c1	9	-1	-5	-26	-27	-7	-13	5	-1	0.6
O=C(Nc1cccc(S(=O)(=O)N2CCCCC2)c1)Nc1ccc(Cl)cc1Cl	17	-5	-5	-39	-31	6	2	-4	13	-1.2
Fc1ccc2c(c1)C(c1ccncc1)=NNC(c1cccnc1)=N2	3	-2	-1	2	3	2	4	-2	-4	-1.4
C=CCSC1=N/C(=C/c2ccsc2)C(=O)N1c1ccccc1	8	4	1	-4	-4	6	-6	-6	0	-3.6
N#C/C(=C/c1ccccc1)C(=O)OCC(=O)Nc1ccccc1[N+](=O)[O-]	-6	7	-2	5	1	2	3	-1	3	-1.9
C[C@@H]1CCCCO[C@@H](CN(C)C(=O)Cc2ccccc2)[C@@H](C)CN([C@H](C)CO)C(=O)c2cc(NC(=O)C3CCCCC3)ccc2O1	-1	-3	2	4	-5	2	9	3	5	-0.2
COc1ccc(OCCC(=O)OCC(=O)NC(=O)NC(C)C)cc1	15	3	2	-6	5	3	10	3	-2	-1.1
COc1cc(C(=O)N/C(=C\c2cn(S(=O)(=O)N(C)C)c3ccccc23)C(=O)N2CCCC2)cc(OC)c1OC	-5	-4	-7	-4	0	-2	-4	2	2	-0.3
CC(C)NC(=O)c1onc(CSc2nc3ccccc3[nH]2)c1C(=O)NC(C)C	-5	1	2	-3	0	0	-9	4	-2	-0.2
CSc1nsc(NC(=O)Nc2ccccc2)n1	11	0	7	-19	-18	4	-5	6	39*	1.4
Cc1c(NC(=O)COC(=O)/C=C/c2cccc(F)c2)c(=O)n(-c2ccccc2)n1C	8	-2	7	1	0	-4	-3	-14	1	-0.4
O=C(Nc1ccc2c(c1)OCO2)c1cc(C2CCCCN2C(=O)CCc2ccccc2)on1 (configuration not stated)	-2	0	0	-1	·	-5	-10	4	0	-0.9
NNC(=S)Nc1cccc(-c2n[nH]c(=S)o2)c1	6	1	6	35*	8	6	7	-3	51*	1.6
Cc1ccc(S(=O)(=O)N/N=C/c2ccc(OCC(=O)Nc3ccccc3Cl)cc2)cc1	6	1	-1	-25	-55	-1	4	0	20	-3.0
CNc1snc(C)c1C(=O)OC(C)C(=O)Nc1ccccc1 (configuration not stated)	-8	-4	-2	-2	-2	-4	12	2	2	-0.2
CN(C)NC(=O)C(NC(=O)c1ccc(N)cc1)C12CC3CC(CC(C3)C1)C2 (configuration not stated)	0	-5	5	-2	-3	-2	-2	3	3	-1.4
CC(CCc1ccccc1)NC(=O)CN1CCN(Cc2ccccc2)C1=O (configuration not stated)	9	-2	5	1	2	-1	5	0	-3	3.0
CC(=O)Nc1ccc(S(=O)(=O)N2CCN(C(=O)N3CCCCC3)CC2)cc1	-6	-2	-2	4	4	3	8	1	0	1.4
COc1ccc(S(=O)(=O)N2CCCC(C(=O)NCc3ccncc3)C2)cc1 (configuration not stated)	4	-1	0	-3	-4	3	-7	5	2	-2.4
Cc1ccc(NC(=O)c2cc(S(=O)(=O)N3CCCCC3)c[nH]2)cc1Cl	5	-2	-22	0	·	-2	-6	-22	2	2.4
Cc1cc(C(=O)OCC(=O)NCCc2ccccc2)c2ccccc2n1	-1	-3	-1	-2	5	6	9	-2	1	-0.6
COC(=O)c1cccc(OCC(O)Cn2ccnc2)c1 (configuration not stated)	-1	2	3	-9	-1	-1	9	2	-3	-2.7
Cc1cc(C)cc(OCC(=O)N(Cc2ccco2)c2c(N)n(Cc3ccccc3)c(=O)[nH]c2=O)c1	6	-3	4	-1	-1	1	-7	1	5	1.5
CCCCNC(=O)c1c(C)cc(=O)oc1C	-2	-2	-3	-4	6	10	7	1	0	1.1
O=C(O)c1ccc(Cl)c(S(=O)(=O)N(Cc2ccccc2)c2ccc(F)cc2)c1	-4	0	0	-1	-23	-1	-8	4	54*	-0.5
Cn1cc(C(=O)C(=O)N2CCOCC2)c2ccccc21	-15	0	2	-6	6	-1	-3	-1	-1	-1.6
O=C1C[C@@H](O)[C@H](O)c2cccc(O)c21	·	2	5	35*	·	-6	·	1	5	·
CCn1c(C)nc2c(=O)oc3ccccc3c21	-14	0	7	6	0	-1	3	1	1	-0.5
Cc1cc(C)n(-c2ccc(F)cc2CN2CCN(Cc3ccccc3)C(CCO)C2)n1 (configuration not stated)	6	-3	-2	2	2	-1	2	-6	-4	-0.5
CC(Cc1c[nH]c2ccccc12)NC(=O)OCCCl (configuration not stated)	-7	-1	-2	3	3	-2	1	4	-9	0.7
O=C(C1=C[C@@H](c2ccc3c(c2)OCO3)C[C@@H](OCCCCO)O1)N1CCOCC1	5	0	1	10	-4	-1	-2	-1	6	2.1
COc1ccc(NC(=S)N2CCC(c3nc4ccc(Cl)cc4[nH]3)CC2)c(OC)c1	12	-4	0	-1	-10	-4	3	1	-1	0.0
COc1cccc(-c2nc3n(n2)C(c2ccccc2Cl)C(C(N)=O)=C(C)N3)c1 (configuration not stated)	8	0	-3	-4	3	9	2	2	2	0.7
COc1ccccc1COc1ccc2c(C)c(CC(=O)O)c(=O)oc2c1C	2	-3	2	-10	5	0	-1	1	37*	-1.7
Cc1cc(=O)oc(C)c1C(=O)O	3	0	2	1	-9	-5	0	4	3	-2.0
OC(CNCc1ccc(F)cc1)(c1ccc(F)cc1)c1ccc(F)cc1	-1	-3	-22	-2	-10	-5	16	-15	-6	-0.6
O=C(CSCCNS(=O)(=O)c1ccccc1)Nc1ccccc1	1	1	-1	1	-4	2	-2	-4	2	-1.3
O=C(NC(c1ccc(-c2ccccc2)cc1)c1cnccn1)C1CCN(Cc2ccc3c(c2)OCO3)CC1 (configuration not stated)	-7	-1	-7	3	·	0	-4	-1	4	2.3
COc1ccc2c(CC(=O)N3CCN(S(=O)(=O)c4ccc(F)cc4)CC3)coc2c1	-1	-5	4	-6	-11	-2	-16	1	14	-2.5
CC(CCc1ccccc1)NC(=O)COC(=O)c1cccc(N(C)C)c1 (configuration not stated)	9	-2	2	6	-10	-1	0	-4	-2	-0.2
Cc1cccc(OCCCn2c(CCNC(=O)C(C)C)nc3ccccc32)c1	6	0	-1	1	4	-1	5	-2	-4	-0.5
CCCC(=O)N(CCc1ccc(OC)cc1)Cc1nc2ccccc2c(=O)[nH]1	12	3	-1	-2	-4	0	-11	-4	-3	-1.3
C#CCN1C(=O)S/C(=C/C=C/c2ccc(N(C)C)cc2)C1=O	2	4	1	-70	-26	-2	-4	-2	2	-2.4
O=C(/C=C/c1cccc([N+](=O)[O-])c1)NCCSCc1cccc(Cl)c1	6	-2	-3	-10	-30	4	-12	-5	1	0.0
COc1ccc(-c2ccc(NS(=O)(=O)c3cc([N+](=O)[O-])c(C)c([N+](=O)[O-])c3)cc2)nn1	-6	-3	0	4	-2	-5	9	2	56*	-2.7
O=C(O)CCN(CCC(=O)O)c1nnc(SCc2ccccc2)s1	-4	4	-1	0	2	-1	-1	5	2	-0.7
CCOC(=O)c1ccc2ncc(-c3ccccc3)nc2c1	6	7	-7	-2	-7	5	3	0	-2	0.1
Cc1ccc(C)c(OCCC(=O)OCC(=O)N2CCN(c3ccccc3)CC2)c1	11	-2	-2	-10	-4	-7	4	-8	-8	-1.1
Cc1cc(C)nc(Nc2n[nH]c(COc3cccc4ccccc34)n2)n1	1	0	8	0	0	-5	1	-3	-2	0.0
CC(=O)N1CCN(c2ccccc2NC(=O)c2ccc(Br)o2)CC1	2	3	-2	2	3	-4	4	-4	-2	-2.1
O=C(Nc1cccc(S(=O)(=O)N2CCCCCC2)c1)c1ccc(Cl)nc1	-5	-5	2	9	-10	-6	-6	-11	4	-1.5
O=C(NCCc1ccc(C(F)(F)F)cc1)C1CCC(=O)N(CCCc2ccccc2)C1 (configuration not stated)	5	0	1	2	1	-2	-3	-4	-10	0.8
CCC1CCCCN1S(=O)(=O)c1ccc(C(=O)N(CCCN(C)C)c2nc3cc4c(cc3s2)OCO4)cc1 (configuration not stated)	-6	-2	-6	-13	-9	1	-4	-6	2	-1.5
Cc1cc(C)cc(NC(=S)NCc2ccncc2)c1	-14	-4	3	-12	1	-2	4	-3	0	-1.1
CC(=O)NS(=O)(=O)c1ccc(NC(=S)Nc2ccccc2)cc1	-9	-3	2	1	-2	2	6	2	-1	-2.3
Nc1nc(Cl)cc(=O)n1Cc1ccc(Cl)cc1	-7	-2	5	3	-3	0	-8	-6	-2	0.9
O=C(Nc1ccccc1)c1ccc(S(=O)(=O)N2CCOCC2)cc1	-17	3	1	-6	1	0	6	-1	0	1.0
Cc1cccc(C(=O)N2CCCC(c3nc(-c4ccc(C)o4)no3)C2)c1 (configuration not stated)	8	-1	1	3	-10	-6	-11	4	-3	-1.6
O=C(c1ccc([N+](=O)[O-])cc1[N+](=O)[O-])n1cnc2ccccc21	1	0	4	2	-14	-1	-3	2	1	-1.2
CC(C)CN1CN(Cc2ccccc2)CNC1=S	-10	2	0	3	-4	-1	-4	3	-5	-0.4
CC1CCCCN1CC(=O)Nc1ccc2c(c1)OC(F)(F)O2 (configuration not stated)	6	-4	1	5	3	0	5	2	-5	-2.9
S=C(Nc1cccc(Br)c1)c1ccccc1	12	1	1	-9	-28	5	1	-3	1	-4.4

# Reformatted: entries from further up
> CC(=O)N1CCN(c2ccccc2NC(=O)c2ccc(Br)o2)CC1
  ASAP1 inh: 2
  SMARCA2 activ: 3
  NPR1 activator: -2
  ABHD4 inh: 2
  HTRA1 inhibitor: 3
  Rev-erbA mod: -4
  ARFGAP1 inh: 4
  NPR2 activator: -4
  rCAG binder: -2
  PG9 Ab binder: -2.1

> O=C(Nc1cccc(S(=O)(=O)N2CCCCCC2)c1)c1ccc(Cl)nc1
  ASAP1 inh: -5
  SMARCA2 activ: -5
  NPR1 activator: 2
  ABHD4 inh: 9
  HTRA1 inhibitor: -10
  Rev-erbA mod: -6
  ARFGAP1 inh: -6
  NPR2 activator: -11
  rCAG binder: 4
  PG9 Ab binder: -1.5

# Compounds as they come; any-hit rate near 4.4%.
